# GPT2 inh: GPT2 alanine aminotransferase inhibition; Recombinant GPT2, coupled pyruvate oxidase/HRP Amplex Red fluorescence; Potency, µM (top dose mostly 57.7 µM), inactives show at the top dose activity change, negative = inhibition, actives largely listed as inhibitors; 100,000 tested, 0.25% active; also: potency is read from the fitted curve at half-maximal effect; nearly all actives have a fitted effect of over 60% in size; many of its hits are not listed in these tables
# Target sequence (Q8TD30 whole entry, looked up): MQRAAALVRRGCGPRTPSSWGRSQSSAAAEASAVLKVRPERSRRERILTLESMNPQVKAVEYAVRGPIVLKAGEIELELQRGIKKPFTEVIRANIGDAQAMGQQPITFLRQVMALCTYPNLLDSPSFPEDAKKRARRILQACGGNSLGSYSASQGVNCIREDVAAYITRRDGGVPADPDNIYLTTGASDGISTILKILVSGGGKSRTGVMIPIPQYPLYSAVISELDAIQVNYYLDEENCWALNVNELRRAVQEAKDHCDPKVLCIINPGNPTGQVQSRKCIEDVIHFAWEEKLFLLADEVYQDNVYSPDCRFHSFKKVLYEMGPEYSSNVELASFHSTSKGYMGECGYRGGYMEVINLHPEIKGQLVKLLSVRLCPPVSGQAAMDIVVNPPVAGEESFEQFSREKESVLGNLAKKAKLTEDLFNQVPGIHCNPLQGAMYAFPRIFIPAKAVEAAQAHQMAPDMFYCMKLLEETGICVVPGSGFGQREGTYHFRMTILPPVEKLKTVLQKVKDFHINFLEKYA
#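 Inhibition is scored from Amplex Red fluorescence generated when pyruvate oxidase and HRP act on pyruvate released by GPT2. Reactions contain 10ng/uL enzyme, 250uM a-KG and 2mM L-alanine and run 30 min at room temperature.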
# HEK cytotox: HEK 293 cell cytotoxicity. HEK 293 viability, ATP luminescence (CellTiter-Glo), 48-72 h. Potency, µM (series often up to 115 µM), without a hit: at the top dose activity change, negative = cytotoxicity, most hits filed as inhibitors. 94,000 tested, 6.6% active. AID 1345083; also: potency is read from the fitted curve at half-maximal effect; nearly all actives have a fitted effect of over 60% in size
#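 Viability of HEK 293 cells, plated at 250 cells/well, was judged by cellular ATP after compound treatment for 48 or 72 hr. Luminescence was imaged 10 min after CellTiter-Glo addition at room temperature.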
# SNCA viab count: counter-screen for SNCA expression inhibitors: cell viability | HEK-293-SNCA-luc viability, GF-AFC fluorescence, 24 h | Potency, µM (series often up to 57.1 µM), for the others: top-dose activity change, negative = cytotoxicity, hits mostly cytotoxic | 150,000 tested, 0.12% active | AID 1671193;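 also: potency is read from the fitted curve at half-maximal effect; 0% = DMSO-treated cells and -100% = medium-only wells without cells; nearly all actives have a fitted effect of over 30% in size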
#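 HEK-293-SNCA-luc cells (1500/well) plated 24 h, then exposed 24 h to a dilution series; GF-AFC added 30 min at 37C, fluorescence 405/540 nm; normalised to medium-only and DMSO wells, Hill fit.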
# IP6K1 inhibitor: blocks human inositol hexakisphosphate kinase 1; Q92551; IP6K1 kinase, ADP-Glo luminescence, 2 h; hits give low values; activity change, % (series mostly up to about 58 µM); 140,000 tested, 0.81% active; AID 1645851; in the data active = activity change below about -25%
#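 ADP-Glo luminescence measures ADP made by human IP6K1 during a 2 h RT reaction with ATP/IP6 (mix at 1.3 mM/130 uM); top library doses 57.5 and 19.1 uM final.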
# SNCA expr inh: inhibitors of alpha-synuclein (SNCA) gene expression; HEK-293 SNCA-luciferase knock-in, luminescence, 24 h; Potency, µM (highest dose often 57.2 µM), for the others: at the top dose activity change, negative = inhibition, actives largely listed as inhibitors; 140,000 tested, 0.17% active;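 also: potency is read from the fitted curve at half-maximal effect; plate controls were DMSO cells for no effect and cell-free wells for full effect; nearly all actives have a fitted effect of over 45% in size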
# NIH3T3 tox: NIH 3T3 cell cytotoxicity | Potency, µM (series often up to 96.7 µM), for the others: top-dose activity change, negative = cytotoxicity, actives largely listed as inhibitors | NIH 3T3 viability, CellTiter-Glo ATP luminescence, 48-72 h | 94,000 tested, 4.3% active; also: potency is read from the fitted curve at half-maximal effect; nearly all actives have a fitted effect of over 55% in size
#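 NIH 3T3 cells at 400 cells/well received 23 nL of compound by pintool and were incubated 48 or 72 h at 37 °C. Viability was read as ATP-coupled CellTiter-Glo luminescence.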
# Luciferase inh: blocks purified firefly luciferase enzyme activity. Potency, µM (doses to about 115 µM), for the others: top-dose activity change, negative = inhibition, actives largely listed as inhibitors. AID 1347043. purified P. pyralis luciferase, luminescence, biochemical. P08659. 76,000 tested, 2.5% active; also: potency is read from the fitted curve at half-maximal effect; nearly all actives have a fitted effect of over 65% in size
# Target sequence (P08659 whole entry, looked up): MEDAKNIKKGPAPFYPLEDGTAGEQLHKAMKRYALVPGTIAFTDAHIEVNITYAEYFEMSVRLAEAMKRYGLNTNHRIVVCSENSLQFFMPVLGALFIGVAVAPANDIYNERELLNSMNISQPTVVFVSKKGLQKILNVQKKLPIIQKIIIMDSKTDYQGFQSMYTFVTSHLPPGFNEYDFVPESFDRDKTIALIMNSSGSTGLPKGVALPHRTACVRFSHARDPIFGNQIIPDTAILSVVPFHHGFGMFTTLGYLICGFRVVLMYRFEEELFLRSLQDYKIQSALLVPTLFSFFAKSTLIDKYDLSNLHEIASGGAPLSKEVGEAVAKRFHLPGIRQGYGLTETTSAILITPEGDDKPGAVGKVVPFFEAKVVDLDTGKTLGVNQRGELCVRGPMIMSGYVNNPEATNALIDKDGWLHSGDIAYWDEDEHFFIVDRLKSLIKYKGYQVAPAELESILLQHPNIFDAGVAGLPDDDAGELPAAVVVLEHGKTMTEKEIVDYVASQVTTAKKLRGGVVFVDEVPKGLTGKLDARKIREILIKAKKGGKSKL
#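 FLuc 10nM, D-luciferin 10uM, ATP 10uM, Mg acetate 10mM, Tris acetate pH 7.5, Tween/BSA; cpd qHTS; enzyme added last; CCD luminescence.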
# * marks the source's active call; other numbers are inactive results; i = inactive; ? = inconclusive; / = not tested or not shown; & = joins results of further samples; [ ] = remark or other dose. Unless noted, calls follow the shape of the dose curve; as a rule, active = well fitted curve in the direction sought with a large enough effect; inconclusive = small, poorly fitted or top-dose-only effect, or another doubt; inactive = no such curve, though single readings can be large; an effect the other way counts as inactive or inconclusive. Unless noted, % is scaled to controls: 0 for no effect and ±100 for the full control effect. An excerpt; the hit share may differ from the screen's.
SMILES,GPT2 inh,HEK cytotox,SNCA viab count,IP6K1 inhibitor,SNCA expr inh,NIH3T3 tox,Luciferase inh
CNC(=O)c1cc(C2CC2)nc2onc(C3CCN(C(=O)C(C)(C)C)CC3)c12,/,i,/,-16,/,-4%,/
CCC(=O)N1CCc2cc(S(=O)(=O)CCC(=O)NCc3ccccc3Cl)ccc21,/,/,-4%,-10,7%,/,/
CC1CCN(C(=O)CN2CCSc3ccc(S(=O)(=O)N(C)C)cc32)CC1,/,/,?,12,-4%,/,/
Cc1ccc(C)c(CSc2nnc3[nH]c(=O)cc(-c4ccccc4)n23)c1,/,/,-14%,-6,-4%,/,/
O=C(N[C@H]1C[C@H]2C(=O)NC[C@@H](CCC(=O)N3CCCC3)N2C1)c1cccs1,1%[88.5 µM],i,4%[87.6 µM],8,3%[87.6 µM],i,-7%[172 µM]
CC(=O)OCC#CCSc1nnc(-c2cccc(Br)c2)o1,/,/,-5%,-14,41%[activator],/,/
COc1cccc(C(=O)NCCn2ccn3nc(-c4ccc(C)c(C)c4)cc3c2=O)c1OC,i,?,-7%,-12,50%[activator],-23%,5.6µM*
Cc1ccc(NC(=O)N[C@H]2CCN3C(=O)[C@H]4CCCN4C(=O)[C@H]23)cc1,i,-2%[172 µM],2%[87.6 µM],-5,-20%[87.6 µM],4%[174 µM],6%[172 µM]
CCOC(=O)c1ccc(N=C2SC(C(=O)Nc3ccccc3)CC(=O)N2C)cc1 (configuration not stated),/,/,-1%,5,-12%,/,/
CN1CCc2c([nH]c3ccccc23)C12CCN(S(=O)(=O)c1cn(C)cn1)CC2,-4%,-15%,8%[12.5 µM],-3,?,-21%,-3%
COc1ccc(-c2noc(-c3nnn4c3COC(c3ccc(F)cc3)C4)n2)cc1F (configuration not stated),-10%,?,13%,-23,15%,-20%,-6%
COc1ccc(C(=O)NCC2(N3CCN(C)CC3)CCCCC2)cc1,/,/,?,8,-2%,/,/
COc1ccc(CNC(=O)c2ccc(Cn3c(=O)c4cccn4c4cccnc43)cc2)cc1OC,/,/,6%,24,4%,/,/
Cc1ccc(-c2ncccn2)c(C(=O)N2C[C@H](COc3ccc(F)cn3)CC[C@H]2C)c1,i,/,-30%,-11,/,/,/
CCCCCn1c(=O)[nH]c2cc(C(=O)N3CCN(c4ccc(OC)cc4)CC3)ccc2c1=O,/,/,12%,-7,-6%,/,/
O=C(Nc1ccc(F)cc1)c1ccc2c(c1)OCCN(c1ccccc1)C2,?,56µM*,-20%[87.6 µM],-5,23%[87.6 µM],?,-4%[172 µM]
O=C(c1ccc(Cl)cc1)N1CCCN(c2ccc3nnc(-c4ccccc4)n3n2)CC1,/,-13%,/,-3,/,?,/
CCc1ccccc1NC(=O)Cn1c(=O)c(-c2noc(C)n2)c2n(c1=O)CCCC2,4%,0%,4%,14,-11%,i,-3%
CCOC(=O)CCNC(=O)N1CCC(Cc2noc(-c3ccncc3)n2)C1 (configuration not stated),i,-4%,20%,9,?,-5%,-7%
O=S(=O)(Nc1ccc(F)cc1F)c1ccc(-n2cccn2)cc1,/,/,-5%,27,25%,/,/
COCCn1c(=O)c(C(=O)NCC(F)(F)F)nc2cccnc21,i,-8%[172 µM],-2%[87.6 µM],7,28%[87.6 µM],i,/
CNC(=O)C1CCN(C(=O)C2CN(c3ccc(OC)cc3)C(=O)N2)C1 (configuration not stated),i,-3%&-5%[172 µM],20%&-7%[87.6 µM],5&-2,34%&-8%[activator][87.6 µM],-7%&4%[138 µM],-7%&-5%[172 µM]
CCCCN(C)CCNC(=O)c1ccc(Cn2c(=O)[nH]c3cc(OC)c(OC)cc3c2=O)cc1,/,/,3%,-1,-9%,/,/
O=C(NCCC1CCN(C(=O)Nc2ccccc2F)CC1)C1CC1,i,1%,0%,0,50%[activator],-5%,?
CC(C)[C@@H]1C[C@@H]2C[C@@H](N(C)Cc3ccccc3)C[C@]2(c2ccccc2)CO1,/,?,/,0,/,-28%,/
Cc1cc2nc(-c3ccc(Cl)cc3)cc(C(F)(F)F)n2n1,/,/,16%,27,17%,/,/
CN(C)c1cccc(Oc2nnnn2[C@H]2CO[C@H]3[C@@H]2OC[C@@H]3NC(=O)Nc2cccc3ccccc23)c1,i,?,-16%,12,5%,-26%,1%
COCCn1c(C)cnc1CC1CCCN(C(=O)c2ccnn2C)C1 (configuration not stated),-15%,2%,13%,0,38%[activator],-12%,3%
Cc1ccsc1CN(C(=O)c1oc2ccc(Br)cc2c1C)C1CCS(=O)(=O)C1 (configuration not stated),/,/,-6%,5,-19%,/,/
COC(=O)c1ccc(NC(=O)CCn2cccn2)cc1,/,/,-6%,-11,68%[activator],/,/

# An excerpt from above in order of length of the SMILES, ascending:
SMILES,GPT2 inh,HEK cytotox,SNCA viab count,IP6K1 inhibitor,SNCA expr inh,NIH3T3 tox,Luciferase inh
COC(=O)c1ccc(NC(=O)CCn2cccn2)cc1,/,/,-6%,-11,68%[activator],/,/
COCCn1c(C)cnc1CC1CCCN(C(=O)c2ccnn2C)C1 (configuration not stated),-15%,2%,13%,0,38%[activator],-12%,3%
Cc1cc2nc(-c3ccc(Cl)cc3)cc(C(F)(F)F)n2n1,/,/,16%,27,17%,/,/
O=S(=O)(Nc1ccc(F)cc1F)c1ccc(-n2cccn2)cc1,/,/,-5%,27,25%,/,/
CCOC(=O)CCNC(=O)N1CCC(Cc2noc(-c3ccncc3)n2)C1 (configuration not stated),i,-4%,20%,9,?,-5%,-7%
Cc1ccsc1CN(C(=O)c1oc2ccc(Br)cc2c1C)C1CCS(=O)(=O)C1 (configuration not stated),/,/,-6%,5,-19%,/,/
CCCCN(C)CCNC(=O)c1ccc(Cn2c(=O)[nH]c3cc(OC)c(OC)cc3c2=O)cc1,/,/,3%,-1,-9%,/,/
CC(C)[C@@H]1C[C@@H]2C[C@@H](N(C)Cc3ccccc3)C[C@]2(c2ccccc2)CO1,/,?,/,0,/,-28%,/
CN(C)c1cccc(Oc2nnnn2[C@H]2CO[C@H]3[C@@H]2OC[C@@H]3NC(=O)Nc2cccc3ccccc23)c1,i,?,-16%,12,5%,-26%,1%

# (further entries)
SMILES,GPT2 inh,HEK cytotox,SNCA viab count,IP6K1 inhibitor,SNCA expr inh,NIH3T3 tox,Luciferase inh
Cc1noc(C)c1COc1ccc(C(=O)N[C@@H]2CN(C(=O)NC(C)C)CCC[C@H]2O)cc1,2%,-6%,1%,-8,18%,?,-5%
CCc1cc(=O)n(CC(=O)N2CCN(c3ccccc3OC)CC2)c(-c2ccccc2)n1,i,40µM*,?,-1,-36%,?,2%
O=C(CSc1nc2cc3ccccc3cc2[nH]1)Nc1cccc(C(F)(F)F)c1,/,/,-13%,-30*,60%[activator],/,/
O=C(N[C@H]1C[C@H]2C(=O)NC[C@@H](CCC(=O)N3CCCCC3)N2C1)c1ccco1,-5%[88.5 µM],1%[172 µM],3%[87.6 µM],-4,22%[87.6 µM],0%[174 µM],-2%[172 µM]
CC1=C[C@@H](CNC(=O)COCC(=O)O)[C@H](C(C)C)C[C@H]1Cc1nc2ccc(C)cc2[nH]1,-9%[88.5 µM],-20%[172 µM],-2%[87.6 µM],17,40%[activator][87.6 µM],2%[174 µM],10%[172 µM]
O=C(C1CCN(c2cnc3nccnc3c2)CC1)N1CCCCCC1,i,2%,3%,2,2%,-17%,3%
C[C@H](O)c1onc(-c2ccccc2)c1C(=O)N1CCCCC1,-1%[88.5 µM],?,-5%[87.6 µM],5,-21%[87.6 µM],-23%[174 µM],1%[172 µM]
O=[S+]([O-])(c1cccs1)N1CCCC2(CC(Cc3ccccc3)=NO2)C1 (configuration not stated),i,?,2%,0,-29%,-28%,4%
O=C(CCc1ccccc1)Nc1ccc([C@@H](O)[C@H]2COCC(=O)N2Cc2ccncc2)cc1,1%,-4%,-4%,12,-28%,-7%,-2%
O=C(Nc1ccc(Cl)cc1)N1CCCC(C(=O)N2CCC(N3Cc4cccn4C3=O)CC2)C1 (configuration not stated),i,?,0%,-4,24%,?,/
COCCNC(=O)CN1C(=O)NC(c2ccccc2OC)C2=C1COC2=O (configuration not stated),-23%,20%,3%,6,5%,i,-12%
Cc1cccc(-c2noc([C@@H]3Cc4nc[nH]c4CN3C(=O)NC3CCCCC3)n2)c1,i,?,-22%[87.6 µM],4,42%[activator][87.6 µM],71µM*,40µM*
Cc1ccc(CNC(=O)c2ccc3c(c2)N(Cc2ccccc2Cl)C(=O)CS3)cc1,/,/,6%,4,21%,/,/
COC(=O)CNC(=O)N1CCC(OC2CCN(S(C)(=O)=O)CC2)CC1,i,6%,4%,0,-3%,-9%,3%
O=C1[C@@H]2C[C@@H](CN2Cc2ccc3c(c2)OCO3)Oc2ccccc2N1CC1CC1,-2%[88.5 µM],?,-20%[87.6 µM],3,?,?,-5%[172 µM]
CC(C)(C)OC(=O)N1CCC(c2c(C(=O)Nc3ccc4c(c3)OCCO4)cnn2-c2ccc(F)cc2F)CC1,/,/,-29%,4,?,/,/
O=C1NCCCCCN(Cc2cccnc2)[C@@H]2CN(C(=O)c3ccoc3)CC[C@@H]12,i,i,-2%,12,-5%,2%,-11%
O=C(Nc1cc(Cl)cc(Cl)c1)c1ccc(F)c(S(=O)(=O)NC2CCCC2)c1,/,/,-25%,2,?,/,/
COc1ccc(N2CCN(C(=O)CSc3c4c(nc5ccc(Cl)cc35)CCCC4)CC2)cc1,/,/,6%,-18,-3%,/,/
CC1(C(=O)NCCc2c[nH]c3ccccc23)CCCCC(=O)N1 (configuration not stated),i,-5%,0%,53,13%,2%,5%
O=C1[C@@H]2C[C@@H](CN2C2COC2)Oc2ccccc2N1Cc1ccccn1,3%[88.5 µM],2%[172 µM],6%[87.6 µM],-9,1%[87.6 µM],i,-7%[172 µM]
COc1ccc(NC(=O)c2ccc3c(c2)NC(C)(COCC2CC2)CO3)cc1OC (configuration not stated),-44%[88.5 µM],?,-14%[87.6 µM],21,36%[activator][87.6 µM],?,?
Cc1cc2nc3n(c(=O)c2n1CC(=O)NCc1ccc(Cl)cc1)CCCCC3,i,?,-18%,5,2%,?,1%
Cc1ccc(Cn2c(C)c(CNC3CCCCC3)c(C(=O)O)c2C)cc1,/,/,1%,-11,6%,/,/
CN1CCCN(C(=O)C2CCCO2)c2ccccc21 (configuration not stated),-3%,?,0%,-11,4%,?,-8%
CCc1ccc(NC(=O)CCCc2nc(-c3ccco3)no2)cc1,/,/,-5%,-15,20%,/,/
CCc1cnc2c(c1SCC(=O)Nc1ccc(C)cc1C)c(=O)n(C)c(=O)n2C,/,/,-1%,-1,0%,/,/

# Assay outcomes deposited in PubChem by National Center for Advancing Translational Sciences (NCATS).
